IDE act: IDE (human) activation, cell-based | HEK cells, FAbeta-B cleavage, fluorescence polarization; 0% vehicle, 100% cell-free pure enzyme wells | activation, % at 5.96 µM | 340,000 tested, 0.073% active | AID 493087;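 active means activation above the mean of all tested compounds plus 3 SD, set per screening campaign, cut at about 17% in these data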
PHOSPHO1 inh: blocks human PHOSPHO1 phosphatase activity; AID 1565; inhibition, % at 13.3 µM; recombinant PHOSPHO1, absorbance phosphatase assay; 290,000 tested, 1.1% active; in the data active means inhibition above about 60%
p-CIP stab down: compounds decreasing mouse p/CIP protein stability; F442A p/CIP-EGFP cells, EGFP fluorescence, 16 h; AID 1984; 290,000 tested, 0.01% active; decrease of EGFP signal, % at 10 µM; Q05BA5;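 active means EGFP signal decrease of at least 30% at 10 µM or well 3 SD below plate mean, unless failing retest; inactive means the rest, including hits failing retest or dose response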; further: some compounds called inactive have numbers as strong as hits; many of its hits are not listed in these tables
Target sequence (Q05BA5 1-1403): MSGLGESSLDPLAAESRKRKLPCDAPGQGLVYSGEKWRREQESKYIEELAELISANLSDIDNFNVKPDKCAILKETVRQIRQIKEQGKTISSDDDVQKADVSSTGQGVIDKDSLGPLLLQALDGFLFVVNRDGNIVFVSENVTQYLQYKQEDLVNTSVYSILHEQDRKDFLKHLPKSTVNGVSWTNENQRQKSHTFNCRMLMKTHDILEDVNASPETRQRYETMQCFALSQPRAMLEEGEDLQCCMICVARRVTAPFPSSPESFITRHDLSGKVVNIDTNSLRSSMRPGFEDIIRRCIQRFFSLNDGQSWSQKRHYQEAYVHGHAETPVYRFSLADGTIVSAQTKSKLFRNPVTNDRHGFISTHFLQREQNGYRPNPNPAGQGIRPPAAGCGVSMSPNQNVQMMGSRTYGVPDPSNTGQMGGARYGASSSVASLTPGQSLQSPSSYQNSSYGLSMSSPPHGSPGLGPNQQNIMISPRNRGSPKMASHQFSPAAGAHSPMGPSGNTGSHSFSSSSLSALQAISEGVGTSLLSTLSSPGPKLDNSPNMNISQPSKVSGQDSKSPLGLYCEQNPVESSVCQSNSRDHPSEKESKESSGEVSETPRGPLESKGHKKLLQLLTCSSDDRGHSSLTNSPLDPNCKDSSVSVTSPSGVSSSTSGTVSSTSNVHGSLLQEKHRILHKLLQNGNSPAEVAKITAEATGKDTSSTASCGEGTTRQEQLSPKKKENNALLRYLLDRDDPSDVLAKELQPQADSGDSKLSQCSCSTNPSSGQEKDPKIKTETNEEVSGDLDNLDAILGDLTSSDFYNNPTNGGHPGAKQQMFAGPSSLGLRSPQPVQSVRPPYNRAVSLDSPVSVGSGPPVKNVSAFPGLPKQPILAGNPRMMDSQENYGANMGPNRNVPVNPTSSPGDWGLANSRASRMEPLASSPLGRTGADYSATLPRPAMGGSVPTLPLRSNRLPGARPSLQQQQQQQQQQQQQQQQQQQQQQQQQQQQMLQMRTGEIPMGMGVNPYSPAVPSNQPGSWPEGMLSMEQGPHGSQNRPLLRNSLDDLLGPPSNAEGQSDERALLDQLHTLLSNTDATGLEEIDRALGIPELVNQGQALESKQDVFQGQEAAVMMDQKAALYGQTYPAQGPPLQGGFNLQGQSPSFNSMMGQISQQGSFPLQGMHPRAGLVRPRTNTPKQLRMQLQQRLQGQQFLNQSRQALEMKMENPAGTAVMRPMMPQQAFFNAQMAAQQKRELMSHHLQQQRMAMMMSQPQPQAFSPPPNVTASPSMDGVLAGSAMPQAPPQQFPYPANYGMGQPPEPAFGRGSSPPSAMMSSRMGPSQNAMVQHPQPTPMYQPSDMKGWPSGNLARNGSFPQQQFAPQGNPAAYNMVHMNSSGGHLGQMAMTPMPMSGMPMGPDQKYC
IDE inh: inhibitors of human insulin-degrading enzyme in cells; P14735; HEK cells, FAbetaB cleavage, fluorescence polarization; inhibition, % at 5.59 µM; 320,000 tested, 0.41% active; AID 434962;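 active means percent inhibition above the average of all tested compounds plus 3 SD, set per screening campaign, cut at about 16% in these data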;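 further: IDE supplied by intact live HEK cells; FP after avidin binding of uncleaved biotin substrate so inhibition keeps polarization high; 0% = DMSO wells and 100% = 60 µM reference IDE inhibitor Ii1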
MEKK3 PB1 HTS: modulators (inhibitors or enhancers) of MEK5 binding to human MEKK3 PB1 domain. Q99759. bead-based flow cytometry, Alexa488-MEK5 binding to MEKK3; actives lie on both sides; 0 = blocked by unlabeled MEK5, 100 = vehicle. binding response (% of control), % at 10 µM. 290,000 tested, 1.4% active;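 active means binding response more than 3 SD above or below the average of its plate-row segment, actives on both sides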;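 further: Alexa488 bead fluorescence after subtracting the streptavidin-only scavenger bead signal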
M4 PAM: potentiates acetylcholine response at human M4 receptor; CHO-K1 hM4/Gqi5, Fluo-8 calcium fluorescence, ACh EC20; 0% = ACh EC20, 100% = maximal ACh; activation, % at 3 µM; 360,000 tested, 0.4% active; AID 624126;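 active means activation above its plate's cutoff, the mean activation of sample wells plus 3 SD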; further: some results filed as inactive read as strong as hits
GalR3 antagonist: human GalR3 antagonism | inhibition, % at 3 µM | O60755 | HEK293 GalR3-CNG cAMP membrane potential fluorescence; galR3 body fused to GalR1 C-terminus | 360,000 tested, 0.44% active | AID 651719;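 active means inhibition above the screen-wide average plus 3 SD, cut at about 13% in these data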;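 further: forskolin and galanin both at EC90 stimulate the cells; cAMP rise reported by CNG channel membrane potential dye signal; 0% = forskolin plus galanin with DMSO and 100% = forskolin alone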
CRFR2-BP antag: antagonists of CRF-binding protein/CRF-R2 receptor complex; HEK293 CRF-R2/CRF-BP, CRF-induced calcium fluorescence; inhibition, % at 11.8 µM; 350,000 tested, 0.59% active; AID 588475;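 active means inhibition of the ligand-induced calcium signal above about 50% at the single tested concentration, limit read from the data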
CRFBP-R2 agonist: CRF-BP/CRF-R2 complex agonism; activation, % at 13.2 µM; 350,000 tested, 0.46% active; HEK293 CRF-R2/CRF-BP, calcium dye fluorescence (FLIPR); percent of saturating CRF peptide response;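 active means activation of at least 50%, plus an integration ratio under a set limit after plate pattern correction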;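 further: plate controls were neutral control wells without compound for no effect and CRF at EC100 for full effect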
Active calls of the source: *; . = not tested or not shown.

item	canonical_smiles	IDE act	PHOSPHO1 inh	p-CIP stab down	IDE inh	MEKK3 PB1 HTS
1	COc1ccc(NS(=O)(=O)c2cccc(C(=O)N3CCCCCCC3)c2)cc1	1	.	.	0	.
2	CCOC(=O)COc1ccc(S(=O)(=O)N2CCc3ccccc3C2)cc1	5	29	-16	0	93
3	CCOC(=O)CSc1nnc2cc(C)c3ccccc3n12	-2	-23	-2	9	96
4	COC(=O)c1cc2c(C)nn(C)c2s1	1	52	-4	2	110
5	CCOC(=O)c1sc2ncn(C(C)C(=O)OC)c(=O)c2c1C (centres undefined)	2	11	0	-3	102
6	CCC1(c2ccc(F)cc2)NC(=O)N(CC(=O)N2CCc3ccccc3C2)C1=O (centres undefined)	9	.	.	1	.
7	COc1cccc(Nc2nnc(SCc3cc([N+](=O)[O-])cc4c3OCOC4)s2)c1	2	-9	-1	4	104
8	CCSc1nnc(NC(=O)c2cc(-c3ccc(C)c(C)c3O)n[nH]2)s1	3	-19	-1	.	107
9	CC(=O)Nc1ccc(N2C(=O)C3C4CC(=O)C(c5ccccc54)C3C2=O)cc1 (centres undefined)	4	-6	-12	-2	.
10	O=c1c2ccccc2ncn1Cc1ccccc1	5	21	-8	0	101
11	O=C(Nc1nc(-c2cccs2)cs1)c1ccc(S(=O)(=O)N2CCCCC2)cc1	7	20	-24	7	103
12	CCOc1ccc(C(=O)CCC(=O)Nc2ccc(C)c(S(=O)(=O)N3CCCCC3)c2)cc1	5	.	.	.	.
13	CCc1nnc(NC(=O)c2ccc(S(=O)(=O)N3CCCCC3)cc2)s1	5	13	2	-5	94
14	Cn1c(=O)c2c(ncn2CC(=O)OCC(=O)Nc2cccc(Cl)c2)n(C)c1=O	1	17	-22	0	85
15	CCC(C)(C)n1nnnc1C(c1ccc(OC)cc1)N1CCN(C(=O)c2ccco2)CC1 (centres undefined)	0	24	7	-1	102

item	M4 PAM	GalR3 antagonist	CRFR2-BP antag	CRFBP-R2 agonist
1	-1	-5	2	-1.3
2	3	0	1	-1.1
3	2	1	-9	0.8
4	0	5	14	-0.3
5	2	0	13	-1.8
6	2	-5	-20	2.6
7	-10	0	-6	-2.6
8	2	-5	7	-1.1
9	-1	-4	9	11
10	1	-2	3	-0.3
11	-6	-3	-12	2.8
12	-6	0	-14	2.2
13	5	-9	0	-1.6
14	0	-5	7	-0.5
15	1	-10	0	-0.6

Another view of part of the listing above.
No.	IDE act	PHOSPHO1 inh	p-CIP stab down	IDE inh	MEKK3 PB1 HTS	M4 PAM	GalR3 antagonist	CRFR2-BP antag	CRFBP-R2 agonist	Molecule
6	9	.	.	1	.	2	-5	-20	2.6	CCC1(c2ccc(F)cc2)NC(=O)N(CC(=O)N2CCc3ccccc3C2)C1=O (centres undefined)
7	2	-9	-1	4	104	-10	0	-6	-2.6	COc1cccc(Nc2nnc(SCc3cc([N+](=O)[O-])cc4c3OCOC4)s2)c1

Full records, quoted from the list:
`COc1ccc(NS(=O)(=O)c2cccc(C(=O)N3CCCCCCC3)c2)cc1` in the list: IDE act: 1; PHOSPHO1 inh: .; p-CIP stab down: .; IDE inh: 0; MEKK3 PB1 HTS: .; M4 PAM: -1; GalR3 antagonist: -5; CRFR2-BP antag: 2; CRFBP-R2 agonist: -1.3
`CCOC(=O)c1sc2ncn(C(C)C(=O)OC)c(=O)c2c1C` (centres undefined) in the list: IDE act: 2; PHOSPHO1 inh: 11; p-CIP stab down: 0; IDE inh: -3; MEKK3 PB1 HTS: 102; M4 PAM: 2; GalR3 antagonist: 0; CRFR2-BP antag: 13; CRFBP-R2 agonist: -1.8

(more compounds)
item	canonical_smiles	IDE act	PHOSPHO1 inh	p-CIP stab down	IDE inh	MEKK3 PB1 HTS
16	Cc1ccc(N/C=C2/Sc3ccccc3NC2=O)cc1	-6	34	-11	3	101
17	COc1ccc2cc(C(=O)N/N=C/c3cc(OC)c(OC)c(OC)c3)[nH]c2c1	0	31	-18	4	96
18	COc1cc2ccccc2cc1C(=O)Nc1ccc(N2CCOCC2)cc1	-5	32	-20	7	99
19	O=C(Nc1n[nH]c(=S)s1)c1ccc2ccccc2c1	-20	-36	-8	-2	96
20	CC(=O)c1ccc(Sc2ccccc2N)c([N+](=O)[O-])c1	.	38	-13	2	107
21	CCc1ccc(OCC(=O)N2CCc3ccccc32)cc1	-2	-4	-4	2	103
22	Fc1ccc2nc(Nc3nc4cc5c(cc4s3)OCCO5)sc2c1	1	-4	-7	10	102
23	OCCC1CN(Cc2cnn(-c3ccccc3Cl)c2)CCN1Cc1ccsc1 (centres undefined)	5	45	-21	3	104
24	COc1ccc(CCN=Cc2ccc(O)cc2)cc1OC	1	.	-10	1	101
25	CCN(CC)CCn1cnc2c1c(=O)n(CCOC(=O)c1cc(OC)c(OC)c(OC)c1)c(=O)n2C	4	27	-4	6	100
26	COc1ccc(NC(=O)c2ccc(Cl)c(S(=O)(=O)NCC3CCCO3)c2)c(OC)c1 (centres undefined)	0	41	-8	-5	102
27	CCCCc1oc2c(c(=O)c1C)C(=O)CC(c1ccccc1)C2 (centres undefined)	4	-2	4	5	106
28	CCOC(=O)C1(C)NC(c2cccs2)C2C(=O)N(c3ccc(OC)cc3)C(=O)C21 (centres undefined)	.	-11	3	-9	91
29	Cc1cnc(NC(=O)CSc2nnc(C)s2)s1	-2	7	0	1	100
30	O=C(CNC(=O)c1ccco1)NCC(=O)OCc1cccc(C(=O)Oc2ccccc2)c1	-4	16	1	4	101

item	M4 PAM	GalR3 antagonist	CRFR2-BP antag	CRFBP-R2 agonist
16	-3	-2	-21	-2.0
17	-8	-2	-25	-1.0
18	2	-9	-7	-1.9
19	7	-2	-16	-0.9
20	-7	-7	-9	-3.0
21	-4	-12	4	-0.4
22	0	-5	-39	0.6
23	6	-3	6	-2.3
24	1	-7	6	2.2
25	3	2	2	-1.0
26	6	3	13	-2.6
27	16	-10	9	-1.2
28	-1	-4	2	0.9
29	-4	-2	6	0.4
30	7	-7	1	-3.0

Going on with the list:
item	canonical_smiles	IDE act	PHOSPHO1 inh	p-CIP stab down	IDE inh	MEKK3 PB1 HTS
31	C=CCc1ccc(OCCCCCN2CCOCC2)c(OC)c1	1	14	1	3	107
32	COc1ccccc1NC(=O)CCS(=O)(=O)c1cc2c(cc1Cl)NC(=O)CO2	-2	14	-18	2	97
33	COC(=O)c1ccccc1NC(=O)CN(c1ccc(OC)cc1)S(C)(=O)=O	-1	17	-1	8	91
34	CCOc1ccc(CNC(=S)N/N=C/c2ccc(OC)c(OC)c2)cc1	2	-11	-2	-8	107
35	C#CCOCCOCCOCCNc1nc(N2CCN(C(=O)[C@H]([C@@H](C)CC)n3cc([C@@H](N)Cc4ccc(O)cc4)nn3)CC2)nc(N2CCN(C(=O)[C@H](CCCCN)n3cc([C@@H](N)CC(C)C)nn3)CC2)n1	.	56	-4	5	113
36	CC1=C(C(N)=O)C(c2cccs2)n2ncnc2N1 (centres undefined)	5	28	7	2	97
37	CC(=O)N=c1sc2nc3ccccc3nc2n1N(C(C)=O)C(C)=O	6	-34	-14	-4	97
38	Cn1ccnc1SCC(=O)n1c2c(c3ccccc31)CCCC2	6	8	-4	11	106
39	O=C(CSc1nnc(CN2CCOCC2)n1-c1ccccc1)Nc1ccc(Cl)cc1	3	2	-2	12	105
40	N#C/C(=N\Nc1ccccc1Cl)C(=O)c1ccccc1	2	15	-4	3	.
41	CC1CCN(c2nc(-c3ccncc3)nc3ccccc23)CC1	0	26	-3	3	107
42	CC(OC(=O)CC1Sc2ccccc2NC1=O)C(=O)NC1CCCC1 (centres undefined)	3	2	1	4	102
43	CCC(C)NC(=O)Cn1c(=O)n(CCCC(=O)NCc2ccccc2Cl)c(=O)c2ccccc21 (centres undefined)	-1	8	-13	5	82
44	CC(C)(C)NC(=O)C(=O)NNC(=O)c1cccc([N+](=O)[O-])c1	7	49	0	5	103
45	CC1=C(C#N)C(=O)NC(=O)/C1=C\c1ccc(-c2cc(C)c(C)cc2[N+](=O)[O-])o1	6	-6	-5	.	97

item	M4 PAM	GalR3 antagonist	CRFR2-BP antag	CRFBP-R2 agonist
31	-11	-1	-17	1.2
32	1	3	-8	0.5
33	5	-2	-2	-0.6
34	2	3	3	-0.8
35	.	.	.	.
36	12	-2	8	-0.3
37	6	2	-4	0.1
38	5	-2	-13	0.1
39	7	-5	-21	-1.0
40	-6	-3	85*	38
41	-6	-6	-18	-1.2
42	9	-4	-1	-0.6
43	7	1	33	-1.6
44	-4	-4	-2	-0.8
45	1	0	3	-1.6

Quoted from the listing.
Value for compound 44 under IDE act: 7
Value for compound 1 under IDE act: 1
Value for compound 22 under CRFR2-BP antag: -39

Other structures:
item	canonical_smiles	IDE act	PHOSPHO1 inh	p-CIP stab down	IDE inh	MEKK3 PB1 HTS
46	CC(=O)N1c2ccccc2C(C)(C)C2CCC(C)CC21 (centres undefined)	8	-26	-18	3	113
47	O=C(COC(=O)c1ccc(S(=O)(=O)N2CCCC2)cc1)Nc1ccccc1	2	.	.	-2	.
48	CCN(C(=O)C1CCCO1)c1ccccc1 (centres undefined)	-3	34	-1	4	96
49	C=CCSc1nnnn1-c1ccc(OC)cc1	1	-7	9	-4	104
50	O=C(OCc1ccc(Br)cc1)c1cccc(S(=O)(=O)N2CCCC2)c1	5	.	.	-17	.
51	Cc1c(F)cccc1NS(=O)(=O)c1ccc2c(c1)NC(=O)CO2	8	42	1	0	94
52	COC(=O)c1cn(NC(=O)c2cc(OC)cc(OC)c2)c(=O)c2ccccc12	1	16	-4	-7	111
53	Cc1cc(C)cc(NC(=O)Cn2nnc(C(=O)NCCc3ccccc3)c2N)c1	1	32	5	0	104
54	COc1ccccc1NC(=O)C1CCCCN1S(=O)(=O)c1ccc(F)cc1 (centres undefined)	4	21	-8	-6	98
55	O=C1NC(c2ccccc2)=NC1(Nc1ccccn1)C(F)(F)F (centres undefined)	2	-15	3	-3	97
56	Cc1ccc(S(=O)(=O)c2nc(-c3cccs3)oc2SCC(N)=O)cc1	-2	60*	2	-1	112

item	M4 PAM	GalR3 antagonist	CRFR2-BP antag	CRFBP-R2 agonist
46	4	-2	-10	-3.9
47	6	-1	-12	0.4
48	5	-2	7	-1.1
49	4	0	2	0.2
50	1	-2	6	2.3
51	-2	-7	-6	-1.1
52	10	-4	5	-3.3
53	2	-6	2	0.4
54	0	-2	-19	0.1
55	2	-2	14	1.0
56	4	-2	-10	0.9

Part of the list above, set out differently:
cpd	Compound	IDE act	PHOSPHO1 inh	p-CIP stab down	IDE inh	MEKK3 PB1 HTS	M4 PAM	GalR3 antagonist	CRFR2-BP antag	CRFBP-R2 agonist
48	CCN(C(=O)C1CCCO1)c1ccccc1 (centres undefined)	-3	34	-1	4	96	5	-2	7	-1.1
49	C=CCSc1nnnn1-c1ccc(OC)cc1	1	-7	9	-4	104	4	0	2	0.2
50	O=C(OCc1ccc(Br)cc1)c1cccc(S(=O)(=O)N2CCCC2)c1	5	.	.	-17	.	1	-2	6	2.3

Screens as filed in PubChem BioAssay.

The order is random. About 4.2% of those tested had a hit in this group.
